Screens as filed in PubChem.
DAX1 inh-1: DAX1 (NR0B1) inhibitors, primary screen, cell-based, HEK293, Gal4-DAX1, luciferase luminescence; AID 504766, 2011; Nuclear receptor subfamily 0 group B member 1 (Homo sapiens), P51843; HEK293 Gal4-DAX1 luciferase reporter; inhibition, % at 6.75 µM; 0.99% of 340,000 active;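 active = inhibition above the mean over all tested compounds plus 3 SD, cut at about 4.2% in these data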;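 also: 0% = DAX1-transfected cells with DMSO and 100% = empty-vector control cells with DMSO; inhibition shows as a rise in luminescence from relieved DAX1 repression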
Target sequence (P51843 207-470 limits assumed): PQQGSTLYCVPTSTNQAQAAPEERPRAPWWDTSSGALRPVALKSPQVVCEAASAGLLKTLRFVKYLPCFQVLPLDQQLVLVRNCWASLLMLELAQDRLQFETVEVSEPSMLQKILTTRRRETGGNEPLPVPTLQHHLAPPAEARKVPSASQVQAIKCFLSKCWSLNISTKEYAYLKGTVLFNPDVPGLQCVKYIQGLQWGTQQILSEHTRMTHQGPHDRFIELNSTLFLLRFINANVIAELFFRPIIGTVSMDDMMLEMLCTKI
ADAM10 inh: human ADAM10 inhibitors, primary screen, biochemical, QFRET, HTS | recombinant ADAM10, EDANS/DABCYL FRET peptide cleavage, 3 h | inhibition, % at 7 µM | 0.62% of 370,000 active | Disintegrin and metalloproteinase domain-containing protein 10 (Homo sapiens), O14672 | AID 720582, 2013;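 active = inhibition above a per-campaign cutoff equal to the mean of compounds falling between control-based bounds plus 3 SD, cut at about 20% in these data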;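 also: 0% = DMSO wells while the 100% control is not disclosed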
hcDAF-12 act: H. contortus DAF-12 nuclear receptor activators, primary screen, cell-based, luminescence, HEK293, lit1-tk-luc reporter; HEK293 hcDAF-12 lit1-tk-luc reporter; 0% DMSO, 100% Δ7-dafachronic acid; activation, % at 6.8 µM; 1.4% of 370,000 active;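 active = activation above the mean of all tested compounds plus 3 SD, cut at about 5.5% in these data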;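 also: 100% = response to 3 µM Δ7-dafachronic acid high control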
hgDAF-12 ag: H. glycines DAF-12 receptor agonists, primary screen, cell-based, luminescence, HEK293, GAL4 fusion, UAS-luciferase; HEK293 GAL4-hgDAF12 UAS-luciferase reporter, agonist luminescence; normalized to butyrate control; activation, % at 6.8 µM; 1.8% of 370,000 active; AID 687014, 2013;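 active = activation above a cutoff set at the mean of all screened compounds plus 3 SD, cut at about 10% in these data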;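 also: 0% = DMSO wells and 100% = sodium butyrate wells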
ADAM17 inh: ADAM17 inhibitors, primary screen, biochemical, QFRET. Disintegrin and metalloproteinase domain-containing protein 17 (Homo sapiens), P78536. recombinant ADAM17, EDANS/DABCYL FRET peptide cleavage. inhibition, % at 6.95 µM. 0.83% of 370,000 active. AID 720648, 2013;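 active = inhibition above the mean of compounds lying between control limits plus 3 SD, set per campaign, cut at about 8.5% in these data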;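 also: 0% = DMSO-only wells as the low control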
Target sequence (P78536 215-824 limits assumed): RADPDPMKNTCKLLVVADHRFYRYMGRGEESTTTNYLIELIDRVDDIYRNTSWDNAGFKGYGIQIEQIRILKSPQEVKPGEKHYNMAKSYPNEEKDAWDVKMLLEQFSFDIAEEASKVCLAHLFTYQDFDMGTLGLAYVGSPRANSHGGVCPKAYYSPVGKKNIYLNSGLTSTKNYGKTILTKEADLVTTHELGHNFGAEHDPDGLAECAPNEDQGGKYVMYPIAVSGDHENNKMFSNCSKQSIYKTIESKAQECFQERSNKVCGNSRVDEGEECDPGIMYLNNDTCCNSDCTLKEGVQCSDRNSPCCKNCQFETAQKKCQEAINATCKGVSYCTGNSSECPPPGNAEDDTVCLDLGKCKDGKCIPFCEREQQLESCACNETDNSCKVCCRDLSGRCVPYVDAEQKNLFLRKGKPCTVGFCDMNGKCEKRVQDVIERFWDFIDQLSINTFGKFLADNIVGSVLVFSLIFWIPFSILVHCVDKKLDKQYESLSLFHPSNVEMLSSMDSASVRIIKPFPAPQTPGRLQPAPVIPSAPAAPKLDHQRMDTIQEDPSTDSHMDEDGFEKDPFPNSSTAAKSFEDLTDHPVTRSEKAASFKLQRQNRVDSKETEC
GAA850 FXN act: FXN promoter activators, primary screen, cell-based, luciferase luminescence, HEK293 lucGAA850. HEK293 lucGAA850 FXN promoter luciferase reporter, 24 h; percent of 10 µM SAHA response. AID 540364, 2011. 0.56% of 360,000 active. activation, % at 6 µM;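 active = activation above the average of all compounds screened plus 3 SD, cutoff fixed separately per campaign, cut at about 7.5% in these data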;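 also: 0% = DMSO wells and 100% = 10 µM SAHA wells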
ssDAF-12 act: S. stercoralis DAF-12 nuclear receptor activators, primary screen, cell-based, luminescence, HEK293, GRIP1 co-expression, lit1-tk-luc; 1% of 370,000 active; HEK293 ssDAF-12/GRIP1 lit1-tk-luc reporter; % of 3 µM dafachronic acid response; activation, % at 6.8 µM; Nuclear hormone receptor DAF-12 (Strongyloides stercoralis);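 active = activation above the mean over all tested compounds plus 3 SD, cut at about 0.9% in these data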;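 also: 0% = DMSO-only wells and 100% = 3 µM delta7-dafachronic acid wells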
DAX1 inh-2: DAX1 (NR0B1) inhibitors on StAR promoter, primary screen, cell-based, luminescence, SF-1 (NR5A1), full-length DAX-1; inhibition, % at 6.8 µM; 1.1% of 370,000 active; AID 652010, 2013; HEK293T StAR-luciferase reporter, SF-1/DAX-1 repression relief;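 active = inhibition above the mean over all tested compounds plus 3 SD, cut at about 3.6% in these data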;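 also: 0% = DAX-1 cells with DMSO and 100% = cells lacking DAX-1 with DMSO; higher inhibition means more luminescence from relief of DAX-1 repression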
SMARCA2 act: SMARCA2 (BRM) function activators, primary screen, cell-based, luminescence, high throughput; MG213 cells, MMTV-luciferase reporter, dexamethasone, overnight; activation, % at 9.1 µM; 1% of 370,000 active; AID 652017, 2013; in the data active = activation above about 7.8%;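 also: 0% = vehicle wells and 100% = reference activator wells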
PG9 Ab binder: binders of HIV-1 gp120 antibody PG9, primary screen, biochemical, TR-FRET. 0.43% of 360,000 active. AID 624416, 2012. HIV-1 gp120 / PG9 antibody interaction. TR-FRET gp120-PG9 antibody binding. inhibition, % at 6.7 µM; in the data active = inhibition above about 8.5%
NPR1 activator: GC-A stimulated cGMP production enhancers – HEK293 GC-A cells, cGMP TR-FRET, EC30 ANP, primary screen; 0.14% of 370,000 active; AID 1671463, 2021; activation, % at 10 µM; Atrial natriuretic peptide receptor 1 (Homo sapiens), P16066; 0% at EC30 ANP, 100% saturating ANP; in the data active = activation above about 40%
* marks the source's active call; other numbers are inactive results; i = inactive; . = not tested or not shown. No enrichment for hits; any-hit rate near 6.8%.

The opening 2 records (preview)
SMILES | DAX1 inh-1 | ADAM10 inh | hcDAF-12 act | hgDAF-12 ag | ADAM17 inh | GAA850 FXN act | ssDAF-12 act | DAX1 inh-2 | SMARCA2 act | PG9 Ab binder | NPR1 activator
CC(=O)N1c2ccc(S(=O)(=O)N3CCCC3C(=O)NCc3ccc(Cl)cc3)cc2CC1C (stereo not given) | 0.1 | -9.7 | -0.6 | 1.5 | -0.1 | -0.9 | -1.2 | -0.2 | 4.3 | -0.8 | 2.1
Cc1noc(C)c1S(=O)(=O)N1CCCC1C(=O)O (stereo not given) | 1.7 | -0.2 | -1.4 | 2.2 | -3.7 | 2.1 | -0.4 | -0.2 | -3.1 | -2.4 | -1.0

This part in full, repeating the preview:
SMILES | DAX1 inh-1 | ADAM10 inh | hcDAF-12 act | hgDAF-12 ag | ADAM17 inh | GAA850 FXN act | ssDAF-12 act | DAX1 inh-2 | SMARCA2 act | PG9 Ab binder | NPR1 activator
CC(=O)N1c2ccc(S(=O)(=O)N3CCCC3C(=O)NCc3ccc(Cl)cc3)cc2CC1C (stereo not given) | 0.1 | -9.7 | -0.6 | 1.5 | -0.1 | -0.9 | -1.2 | -0.2 | 4.3 | -0.8 | 2.1
Cc1noc(C)c1S(=O)(=O)N1CCCC1C(=O)O (stereo not given) | 1.7 | -0.2 | -1.4 | 2.2 | -3.7 | 2.1 | -0.4 | -0.2 | -3.1 | -2.4 | -1.0
COc1ccc(C)cc1NC(=O)c1ccc2c(c1)OCO2 | 3.1 | 0.3 | 3.0 | 5.9 | -1.6 | 2.7 | 0.8 | 0.1 | -0.8 | -0.8 | -0.4
O=C(c1ccc(COc2ccccc2Br)cc1)N1CCCCC1 | 0.0 | 5.6 | -1.4 | -1.5 | -1.0 | 4.8 | -1.7 | -0.2 | 0.3 | 0.2 | 6.3
COc1ccc(C(=O)NC2(C(F)(F)F)NC(=O)N(CCCc3ccccc3)C2=O)c(OC)c1OC (stereo not given) | -1.6 | 11.9 | -1.1 | -2.1 | 2.7 | -1.1 | -1.5 | -0.2 | -0.8 | 1.2 | -2.4
COc1ccc(C2(C(N)=O)CCCCC2)cc1OC | -0.2 | -2.0 | -0.3 | 0.6 | -2.0 | 1.3 | -1.3 | 0.0 | 0.5 | 0.5 | -3.0
CC(OC(=O)CN1C(=O)c2ccccc2C1=O)C(=O)c1ccccc1 (stereo not given) | 0.4 | -17.0 | -0.2 | -0.8 | -3.8 | 2.4 | -0.9 | 1.1 | -2.5 | 0.7 | 3.1
COc1cc(/C=C/C(=O)OCC(=O)NC(=O)NC(C)C)cc(S(=O)(=O)N2CCc3ccccc32)c1OC | -1.6 | 12.8 | -3.0 | -2.5 | 6.4 | -2.1 | -1.6 | -1.1 | -3.4 | -0.1 | 5.9
Cn1nccc1C(=O)NC1CCCc2c1cnn2-c1ccc(F)cc1F (stereo not given) | -3.1 | -3.4 | -6.7 | -7.2 | 0.6 | -7.0 | -2.2 | -9.0 | -4.0 | 1.6 | 0.0
COc1ccc(C(=O)N2CCN(C(=O)C3CCCO3)CC2)cc1[N+](=O)[O-] (stereo not given) | 0.3 | -0.8 | 0.0 | -0.9 | -3.9 | -1.6 | -0.9 | -0.4 | -1.6 | 1.2 | 1.4
Cc1cc(C(=O)CSc2nnc(-c3ccccc3)n2C)c(C)n1C | -0.5 | -9.5 | 1.0 | -1.0 | -4.7 | -0.7 | -1.1 | -0.1 | -4.4 | -0.3 | -0.3
CC(C)CC1CC(C)(c2csc(NNC(=O)c3ccccc3)n2)OC1=O (stereo not given) | -0.8 | 0.2 | -0.7 | -2.9 | 0.4 | 0.3 | -1.6 | 0.0 | -0.4 | -0.4 | 4.5
Cc1cc(Br)c(NC(=O)COC(=O)CC2CC3CCC2C3)c(Br)c1 (stereo not given) | 0.6 | 1.4 | 0.9 | 4.2 | 0.7 | -0.6 | -1.0 | -0.4 | -3.3 | 1.5 | 3.8
CCOc1ccc(C(=O)NC(=S)Nc2cccnc2)cc1[N+](=O)[O-] | -0.6 | -5.4 | 0.0 | -1.4 | -3.6 | 4.3 | -0.7 | -0.5 | -2.9 | -0.5 | 0.7
NC(CC(=O)O)c1ccc(F)cc1 (stereo not given) | 0.5 | 5.0 | -0.8 | -0.4 | 3.6 | 0.4 | -0.7 | 0.6 | -4.2 | -0.6 | -2.1
CN(c1ccccc1)S(=O)(=O)c1ccc(C(=O)NCCc2ccccc2)cc1 | -0.3 | 2.8 | -0.2 | 4.1 | 2.7 | 0.8 | -1.1 | -0.1 | 3.0 | 0.2 | -1.4
COc1ccc(Cn2cc(F)c(=O)n(C)c2=O)cc1[N+](=O)[O-] | 0.1 | -1.5 | 1.6 | -1.7 | -0.4 | -1.3 | -1.5 | 0.0 | -1.6 | 2.0 | 5.4
COC1CCC2(C)C(=CCC3C4CC(O)CC4(C)CCC32)C1 (stereo not given) | 0.0 | 0.9 | -0.2 | -3.1 | -2.6 | -1.7 | -1.9 | -0.5 | -5.5 | -0.2 | 3.9
Cc1cc(Nc2cnc3ccccc3n2)n(-c2ccccc2)n1 | 0.3 | -4.4 | 4.4 | 0.2 | -4.3 | 1.0 | 1.9* | -1.1 | -3.3 | -1.5 | 3.3
Cc1cc(C)c2c(n1)nn1c(NCCN3CCOCC3)cc(C)nc21 | 0.3 | i | -0.9 | 4.3 | i | -0.9 | -1.4 | 0.3 | -2.2 | 0.9 | -0.8
C#CCNC(=O)C1=C[C@@H](C)C[C@@H](OCc2ccc(CO)cc2)O1 | 0.4 | 3.0 | -0.5 | 2.5 | -1.9 | 1.7 | -0.8 | -0.1 | 3.5 | -1.0 | 1.3
Cc1ccccc1Nc1nc(-c2cccnc2)cs1 | 2.7 | 2.4 | 0.6 | 17.6* | -2.5 | 3.2 | -0.6 | 0.8 | 1.6 | -3.4 | -22.4
C#CCn1cccc(C(=O)Nc2ccc(OC)cc2)c1=O | 1.7 | 9.8 | 1.0 | 5.1 | -3.6 | 2.3 | -1.2 | -0.2 | 5.1 | -0.1 | 3.2
O=C(Cc1cccc([N+](=O)[O-])c1)Nc1ccccc1 | 0.1 | -1.9 | 1.8 | 0.2 | -2.2 | -0.7 | -1.3 | -0.5 | 0.2 | -1.1 | -1.3
COc1ccc(N2CC(C(=O)NCc3n[nH]c(=O)c4ccccc34)CC2=O)cc1 (stereo not given) | -0.2 | -0.8 | -1.4 | 5.4 | -0.5 | 2.9 | -1.3 | 1.2 | 0.3 | -0.5 | 1.6
CN(C)c1cccc(C(=O)N2CCCC(CCC(=O)N3CCN(c4ccccn4)CC3)C2)c1 (stereo not given) | -0.8 | -15.1 | -1.8 | -0.3 | -6.1 | 1.5 | -1.9 | -2.1 | 0.1 | -2.0 | 1.3
COc1ccc(C(=O)NCC(C)(C)SCc2c(C)cc(C)cc2C)cc1 | -1.4 | 18.7 | -2.0 | -0.1 | 7.8 | 0.3 | -0.6 | 1.6 | -1.2 | -0.7 | 0.1
Nc1ccc(-n2cnc3cc([N+](=O)[O-])ccc32)cc1 | 0.7 | 5.4 | 2.4 | 3.0 | 0.4 | 5.0 | -0.5 | 1.8 | 2.4 | -0.2 | -0.9
CC1CCN(CCc2nc3cc(NS(=O)(=O)c4ccc(F)cc4)ccc3n2C)CC1 | -0.8 | -43.1 | -3.0 | -7.1 | -11.0 | 0.2 | -1.3 | -0.5 | -5.5 | -0.6 | 3.2
COc1ccc(/C=N/NC(=O)c2cc(C34CC5CC(CC(C5)C3)C4)[nH]n2)cc1O | -0.7 | 1.6 | 0.2 | -1.2 | 0.3 | -1.5 | -0.5 | 1.0 | 0.0 | 0.5 | -7.9
CCN(CC)C(=O)c1cn(-c2ccccc2)nc1-c1ccc2c(c1)OCCO2 | 0.3 | 2.0 | -2.5 | -3.1 | -0.2 | -1.7 | -1.9 | -0.4 | -2.8 | -1.3 | -2.7
CCOc1ccccc1-n1c(SCC(=O)N2CCCC2)nnc1-c1ccoc1C | 0.1 | 3.5 | -1.1 | 0.1 | -1.6 | -1.7 | -1.1 | -0.5 | -0.8 | -1.9 | -6.1
COC(=O)c1[nH]c2ccc(C)cc2c1NC(=O)NC1CCCCC1 | 0.8 | -4.2 | -0.4 | 1.4 | -2.2 | -0.2 | -1.5 | 0.1 | 4.1 | -1.1 | 0.3
C=CC(=O)NN(C)c1ncc(C(F)(F)F)cc1Cl | -2.2 | 1.0 | -2.8 | -9.1 | -0.5 | -4.7 | -1.2 | -2.0 | -0.5 | -0.9 | 3.1
CC1COc2c3ccccc3nn21 (stereo not given) | . | -21.6 | 2.4 | 2.5 | -6.9 | . | -1.2 | 0.8 | -4.5 | -0.1 | -1.2
CC1(C(=O)NS(=O)(=O)c2cccc(Cl)c2)CCN1C(=O)c1cccc2ccccc12 (stereo not given) | . | -9.2 | 1.7 | -0.4 | -6.6 | 1.3 | -0.9 | 0.6 | -3.0 | -2.5 | 5.0
Cc1cccc(NC(=O)CSc2nc(N)c(NC(=O)c3cccs3)c(=O)[nH]2)c1C | 2.7 | -4.4 | 0.8 | 2.3 | -2.0 | 1.1 | -0.6 | 0.6 | -2.2 | 0.2 | 2.3
CCn1ncc(CN2CCCC(CNC(=O)c3ccc(F)cc3)C2)c1C (stereo not given) | 2.0 | -2.2 | -0.7 | 3.6 | -2.7 | -0.3 | -0.1 | -0.2 | -0.7 | -1.1 | -0.6
CCC1(c2ccc(F)cc2)NC(=O)N(CC(=O)N2CCN(C(=O)c3cccs3)CC2)C1=O (stereo not given) | -0.6 | -4.8 | -0.4 | -3.2 | -6.4 | 1.0 | -0.9 | -1.0 | -0.3 | -0.3 | 3.8
CCOC(=O)c1c(C)[nH]c(C(=O)Cn2nnc(-c3ccccc3Cl)n2)c1C | -0.9 | -5.2 | -1.5 | -0.1 | -2.5 | -1.5 | -1.1 | -0.4 | -1.5 | -0.9 | 9.5
O=C(CSc1nncs1)NCCCc1ccccc1 | 2.1 | 0.0 | -0.5 | 0.8 | -1.1 | 2.1 | -0.8 | 0.6 | -1.2 | -2.4 | 7.8
CCc1ccc(NC(=O)Cn2c(SC)nc3ccccc32)cc1 | -0.6 | 3.5 | 0.7 | -0.7 | 0.2 | -1.1 | -0.3 | -0.7 | -0.5 | 1.6 | -2.6
